Yfh1-off respiration: mitochondrial function rescue without frataxin homolog – Friedreich's ataxia, plus single-dose screen, dose response (AID 1465); S. cerevisiae Yfh1-off respiration, WST-1 reduction, 72 h; higher fold induction means a stronger effect; fold induction at 50 µM, or EC50 in µM where a hit was titrated; 220,000 compounds, 0.074% hits;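 active = fold induction of absorbance versus untreated yeast above a set limit, then at least 30% activation at any dose in follow-up; inconclusive = repeats straddling the limit, or above it without dose testing; inactive = fold induction below the set limit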;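 note: activators that raise dye reduction in frataxin-depleted yeast; strong numbers were not always called active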
Autophagy mod: alters autophagy in cells; MEF GFP-LC3 puncta imaging; test concentration mostly 10 µM; calls only at 10 µM (by protocol); 190,000 compounds, 0.98% hits;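 active = percentage of spot-positive cells more than 3 SD above its plate mean, without a fluorescence outlier flag or 80% toxicity; inconclusive = no clear call, values can overlap the other calls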;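 note: spot-positive cell cutoff set from DMSO-treated cells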
Dynein transport: dynein cargo transport inhibition. AID 1381. 220,000 compounds, 0.47% hits. z-score, hits read low. 3617.4 mouse cells, GR-EGFP nuclear translocation imaging; test concentration mostly 20 µM; stimulated with dexamethasone, 1 µM; stronger effect = lower value;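 active = plate z-score of nuclear minus cytoplasmic receptor signal below a set negative limit, without overly bright fluorescence or cell loss, cut at about -3.5 in these data, passing the limit was not always enough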;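 note: z-score of nuclear minus cytoplasmic ring GR-EGFP intensity difference per well; some compounds called inactive have numbers as strong as hits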
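Buffer or medium: tet-free, stripped-serum medium; Also added: dexamethasone, 1.0 µM final; Technique: high-content fluorescence imaging after fixation; Times: 48 h induction, 1 h compound, 30 min dex at 37 °C; Read-out: per-cell GR-EGFP intensity, nucleus versus surrounding cytoplasmic ring, well-averaged.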
Ins promoter up: MIN6 insulin promoter up-regulation; MIN6 insulin promoter-GFP reporter, high-content imaging; stronger effect = higher value; z-score at 5 µM; 190,000 compounds, 0.3% hits;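 active = z-score above 3 at 5 µM with at least 500 cells counted in the well; inconclusive = wells under 500 cells, flagged as cytotoxic or low count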
MT stabilizer: microtubule stabilization, imaging screen. HeLa tubulin immunostaining HCS, 24 h; share of cells brighter than vehicle mean+2SD. AID 2205. 200,000 compounds, 0.83% hits. % tubulin-high responders, % at 10 µM;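 active = plate Z-score above 3 for both tubulin-high and condensed-nucleus cell shares, with cell loss under 80%, at 10 µM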;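 note: anti alpha tubulin signal scored within the nucleus-defined area of each cell; some results filed as inactive read as strong as hits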
P. falciparum M1AAP: malaria alanyl aminopeptidase activity blockers – biochemical, fluorogenic H-Leu-NHMec substrate, 1536-well (AID 1445); recombinant M1AAP, H-Leu-NHMec fluorogenic kinetic assay; higher % means a stronger effect; one-dose inhibition, % at 30 µM; IC50 in µM for titrated hits; 220,000 compounds, 0.42% hits;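 active = primary inhibition above the hit cutoff, then over 50% inhibition at one or more dose response concentrations, cut at about 23% in these data, passing the limit was not always enough; inconclusive = conflicting primary data, or primary hits not chosen for dose response; inactive = low primary inhibition, or under 50% at every dose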;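 note: plate controls were DMSO full reaction for no effect and no enzyme background for full effect; strong numbers were not always called active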
CSM14.1 death rescue: rescue of cells from ER stress-induced death, primary screen, 384-well, CSM14.1, thapsigargin, ATP luminescence (AID 1222). CSM14.1 thapsigargin-induced death rescue, ATP luminescence; higher % means a stronger effect. one-dose cellular ATP content (survival), % at 20 µM; EC50 in µM for titrated hits. 190,000 tested, under 10 active;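 active = EC50 below 50 µM in the dose-response confirmation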;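 note: death triggered by thapsigargin at about 15 µM added after 2 h compound pretreatment; cell ATP read after overnight thapsigargin exposure of roughly 18 to 22 hours; normalized against plate controls of thapsigargin alone and 5% DMSO vehicle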
Lipid droplet: hepatic lipid droplet formation modulation. AML12 mouse hepatocytes, oleate lipid droplets, BODIPY imaging. inhibition, % at 6.5 µM. 240,000 compounds, 0.4% hits. AID 1656;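 active = lipid droplet intensity inhibited by at least 50%, with more than 500 cells counted; inconclusive = wells with under 300 cells, treated as cytotoxic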
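Material: mouse AML12 hepatocyte cell line, fixed after treatment; Timing: compound with oleate, overnight; Technique: high-content imaging of BODIPY-stained droplets and DAPI nuclei; Probe or stimulus: oleate, 100 µM final; Dosing: compound at 6.5 µM only.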
M17LAP inhibition: P. falciparum M17LAP inhibitors, primary screen, biochemical, fluorogenic H-Leu-NHMec substrate, 1536-well (AID 1619). 220,000 compounds, 0.38% hits. one-dose inhibition, % at 30 µM; IC50 in µM for titrated hits. recombinant M17LAP, H-Leu-NHMec fluorogenic kinetic assay; higher % means a stronger effect;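 active = compound inhibiting the enzyme by more than half at any dose during confirmatory dose-response retesting; inconclusive = strong single-dose inhibitors picked by rank but not retested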;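 note: plate controls were full reaction with DMSO carrier for no effect and no enzyme background for full effect; strong numbers were not always called active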
Dynein transport cytoplasmic EGFP: further read-out of Dynein transport, marked with its call; z-score; measured here: cytoplasmic GR-EGFP intensity; stronger effect = higher value
Dynein transport nuclear GR-EGFP: recorded beside Dynein transport, whose call it bears; z-score; measured here: nuclear GR-EGFP intensity;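 lower value marks the stronger effect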
Dynein transport cell count: also measured in Dynein transport; calls as there; z-score; measured here: cell count per field
Ins promoter up cell count: also measured in Ins promoter up; calls as there; cell count; measured here: cytotoxicity, nuclei count;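 total cells summed across four imaged fields per well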
Lipid droplet cells 6.5 µM: second read-out of Lipid droplet, no call of its own (marks repeat the call); cell count; measured here: cell count, cytotoxicity flag;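 cells counted across two imaged fields per well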
MT stabilizer Hoechst-high %: recorded beside MT stabilizer, whose call it bears; % Hoechst-high responders; measured here: nuclear condensation Hoechst responders;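 share of cells brighter than vehicle mean plus two SD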
MT stabilizer cytotoxicity %: second read-out of MT stabilizer, no call of its own (marks repeat the call); toxicity, %; measured here: cytotoxicity by cell density;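 0% = mean cell density of plate MIN control wells and 100% = no cells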
Autophagy mod cell loss 18 h: second read-out of Autophagy mod, no call of its own (marks repeat the call); toxicity, %; measured here: cell loss, nuclei count;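 cell loss after 18 h compound exposure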
The depositor's hits bear a star; i = inactive; ? = inconclusive; / = not tested or not shown.

SMILES	Yfh1-off respiration	Autophagy mod	Autophagy mod cell loss 18 h	Dynein transport	Dynein transport cytoplasmic EGFP	Dynein transport nuclear GR-EGFP	Dynein transport cell count	Ins promoter up	Ins promoter up cell count	MT stabilizer	MT stabilizer Hoechst-high %	MT stabilizer cytotoxicity %	P. falciparum M1AAP	CSM14.1 death rescue	Lipid droplet	Lipid droplet cells 6.5 µM	M17LAP inhibition
CCOc1cc(S(=O)(=O)NCc2ccncc2)ccc1Cl	i	i	16	-0.57	-0.24	-0.18	0.31	?	/	4.7	1.5	2.4	3%	3.7%	-48	622	-2%
Cc1ccc(/C=N/NC(=O)Cn2nc(C)c([N+](=O)[O-])c2C)o1	i	/	/	0.45	-0.21	0.24	-0.22	0.12	1057	/	/	/	3%	/	3	706	-8%
CCCC12CN(C(=O)c3ccc(OC)cc3)CC(C)(CN(C(=O)c3ccc(OC)cc3)C1)C2=O	i	i	-1	0.19	-0.081	-0.099	0.81	-0.83	1254	2.8	2.0	5.2	-4%	-2.3%	1	712	-3%
CN1CCN(CCCNC(=O)C2CC(=O)N(C3CCCCC3)C2)CC1 (centres undefined)	i	i	5	-0.79	-0.26	-0.14	2	-0.16	1315	3.3	1.2	72	0%	/	-5	697	8%
Cn1c(=O)oc2cc(S(=O)(=O)NC3CCCCCCC3)ccc21	i	i	11	0.16	-0.47	0.0053	0.32	-0.5	1299	2.9	2.4	15	0%	-1.1%	/	/	1%
O=C(CP(=O)(c1ccccc1)c1ccccc1)N1CCOCC1	i	i	6	-0.59	-0.26	-0.4	0.66	-0.43	1428	2.8	2.7	6.2	6%	0.3%	4	708	-7%
CC(=NCc1ccco1)c1c(C)[nH]n(-c2nc3ccccc3s2)c1=O	i	i	-16	0.15	-0.26	0.059	0.95	0.42	1271	2.5	1.7	3.4	12%	-2.8%	/	/	-6%
CC(C)CNC(=O)COC(=O)Cc1ccc(Cl)cc1	i	i	7	1	-0.27	0.9	0.22	0.62	1237	2.5	2.2	7.3	-1%	-2.2%	14	685	-4%
Cn1c(Cl)cnc1C(O)(c1ccccc1)c1ccccc1	i	/	/	-0.14	-0.23	0.044	0.27	-0.11	1158	/	/	/	0%	/	0	696	10%
CCOC(=O)c1cnc2c(OC)cccc2c1N1CCN(c2ccccc2OC)CC1	i	i	20	0.92	-0.29	0.64	-0.75	-1.7	989	9.7	1.7	4.6	5%	-1.6%	/	/	-3%
CCN(CCCNC(=O)C1CCN(S(=O)(=O)N2CCC3(CC2)OCCO3)CC1)c1ccccc1	i	i	10	-0.17	-0.21	-0.059	0.21	-0.3	1667	1.0	0.7	11	9%	0.1%	/	/	7%
CCOC(=O)c1sc(NC(=O)CSc2nc(C)cc(C)c2C#N)c(C#N)c1C	i	i	15	0.16	0.25	1.1	-0.61	0.91	1676	1.5	1.1	8.7	4%	-1.4%	/	/	-17%
CCCN1CCN(C(=S)Nc2ccc([N+](=O)[O-])cc2)CC1	i	i	14	0.53	-0.22	0.4	-0.2	0.09	1391	3.8	1.1	4.2	12%	-4.2%	5	687	17%
CCC1C(c2ccccc2)N(C)C(c2ccccc2)CC1(O)c1ccccc1 (centres undefined)	i	i	3	-0.047	-0.26	0.024	0.88	-0.79	1503	6.6	1.6	4.4	0%	-1.4%	3	657	3%
Cc1cc(NC(=O)CSc2nc3ccccc3c(=O)n2-c2ccccc2)no1	i	i	-9	-0.2	-0.079	0.55	0.31	/	/	1.7	1.3	7.4	7%	-1.2%	10	832	6%
CC(C)NC(=S)N1CCC(Cc2ccccc2)CC1	i	i	-4	0.67	0.063	0.63	-1.3	-0.41	1263	3.7	2.9	7.4	5%	-0.5%	15	663	-8%
Clc1ccc(-c2n[nH]c3c2CCCC3)cc1	i	i	-3	0.21	-0.11	0.09	-1.1	-0.55	1334	2.3	2.8	0.6	-2%	0.9%	11	708	0%
CCN(CC)C(=O)Oc1ccc2c(=O)c(-c3ccc(OC)cc3)coc2c1	i	i	13	-0.21	-0.31	-0.73	-0.16	/	/	3.8	3.7	7.0	-1%	-0.6%	/	/	-1%
C=CCn1c(SCC(=O)Nc2cc(C)nn2-c2ccccc2)nnc1C1CCCCC1	i	i	-11	0.27	-0.2	0.58	0.23	0.7	1091	2.7	1.4	3.3	8%	2.5%	-4	790	-3%
Cc1cccc(OCc2ccc(C(=O)Nc3ccc(F)cc3)cc2)c1	i	i	3	-0.25	-0.19	-0.19	0.027	0.13	1570	5.8	2.9	4.3	1%	0.4%	9	734	1%
Cc1ccc(C)c(/C=N/n2cc(-c3ccccc3)[nH]c2=S)c1	i	i	7	-0.31	-0.11	-0.056	-0.3	/	/	2.6	3.4	4.1	8%	-2.0%	6	676	18%
CC1CCN(C(c2ccc(N(C)C)cc2)c2nnnn2Cc2ccc(F)cc2)CC1 (centres undefined)	i	i	1	0.17	-0.22	-0.062	0.18	0.91	1133	1.1	1.0	5.6	6%	1.4%	/	/	-4%
COc1ccc(N2CCN(Cc3cc(=O)oc4ccc(Cl)cc34)CC2)cc1	i	i	14	-0.16	-0.28	-0.48	-0.39	-0.74	1191	4.2	3.4	5.2	3%	2.2%	/	/	0%
O=C(c1sc2ccccc2c1Cl)N1CCN(c2ccc(F)cc2)CC1	i	i	-24	-0.015	0.53	0.61	0.14	-0.32	1479	2.7	2.0	9.9	6%	1.9%	/	/	-9%
Cc1nn2cnc3sc4c(c3c2nc1=O)CCCC4	i	i	-5	-1	-0.21	-0.54	0.66	/	/	4.6	3.5	7.9	3%	-1.4%	-2	729	-9%
O=C(COC(=O)c1ccc(Br)cc1)NCCC1=CCCCC1	i	i	-8	-0.76	-0.13	-0.17	0.2	0.05	1654	1.3	1.5	1.9	2%	-0.4%	4	690	-5%
CCOC(=O)c1c(C)[nH]c(C)c1C(=O)CSc1nc2ccccc2n1CC	i	i	22	0.65	-0.28	0.46	0.52	-0.78	1328	3.7	2.2	0.6	1%	1.4%	-25	655	10%
C=CCn1cnc2scc(-c3ccc(C)c(C)c3)c2c1=O	i	i	-1	-0.92	-0.17	-0.14	0.93	-0.16	1437	0.9	1.5	5.1	/	0.5%	6	782	/
C/C(=N\OCc1nc2ccccc2c(=O)n1/N=C/c1cc(C)cc([N+](=O)[O-])c1O)c1ccccc1	i	/	/	0.013	-0.23	0.1	-0.36	0.33	1023	/	/	/	11%	/	2	656	8%
CCOC(=O)/C(C#N)=C/Nc1ccccc1NS(=O)(=O)c1cccc(C(C)=O)c1	i	i	-2	2.3	-0.077	0.84	-0.91	1.1	1108	1.6	1.6	2.2	5%	-0.1%	-2	652	14%
COc1ccc(N2C(=O)CC(Sc3nnc(-c4ccccc4F)n3C)C2=O)cc1 (centres undefined)	i	i	-5	1.6	-0.038	1	-1.7	-0.09	1352	1.1	1.2	1.2	0%	-1.6%	9	725	13%
Cc1nc(C)n(CC(=O)N2CCCC(C(=O)c3ccc(Cl)cc3C)C2)n1 (centres undefined)	i	i	23	-0.46	-0.26	-0.14	0.45	0.56	1376	3.0	1.7	1.8	-6%	-0.9%	-1	705	-4%
COc1ccc(CC(=O)N2CCOCC2)cc1OC	i	i	-1	0.23	-0.23	0.25	-0.19	0.14	1185	2.1	1.5	14	-2%	-2.0%	1	777	-12%
Cc1[nH]n2c(=O)c(C#N)c(-c3ccccc3)nc2c1-c1ccccc1	i	i	5	0.098	-0.22	-0.0018	0.093	1.7	1528	1.3	1.4	7.9	-3%	-0.7%	/	/	12%
O=C(CSc1nnc(-c2ccc3c(c2)OCO3)n1-c1ccccc1)c1ccccc1	i	i	2	0.44	-0.29	0.25	-0.12	0.81	1381	3.4	4.0	0.4	1%	4.0%	-26	675	3%
O=C(Nc1nc(-c2ccncc2)cs1)c1ccc(F)cc1	i	i	-4	-0.13	-0.29	0.22	0.21	-1.2	1213	2.3	1.8	4.3	5%	-0.8%	-1	716	4%
N#CCSc1ncnc2ccccc12	i	i	-3	-0.28	0.72	0.44	-1.2	-0.38	1442	7.0	1.9	3.6	-1%	-1.3%	11	673	0%
Clc1ccccc1N/N=C/c1ccc2c(c1)OCO2	i	i	1	0.75	-0.26	1	-0.034	0.37	1165	5.9	2.7	13	7%	-2.7%	6	771	0%
Cc1cc(SCC(=O)NCCC2=CCCCC2)nc2ccccc12	i	i	7	0.33	-0.26	0.068	-0.11	0.55	1200	2.6	2.0	3.1	-1%	-8.8%	-41	642	14%
CN(Cc1ccccc1)C(=O)c1cccc(N2C(=O)NC3CC2(C)Oc2ccccc23)c1 (centres undefined)	i	i	-4	-0.61	-0.16	0.52	0.29	-0.88	1223	3.0	1.9	7.2	-2%	-2.0%	/	/	-16%
O=S(=O)(Nc1ccc2c(c1)OCCO2)c1cccc2cccnc12	/	i	24	0.00083	-0.26	0.23	-0.56	-1.1	1329	5.3	3.2	4.3	9%	2.6%	/	/	-9%
